HTT ATP protect: cytoprotection in Huntington HTT-Q103 PC12 cell model; PC12 HTT-Q103 induced, cytoprotection, ATP luminescence, 40 h; Potency, µM (titrated, usually from 56.4 µM), without a hit: cytoprotection (ATP increase), usual class: activators; hit rate 0.14% among 230,000; AID 1471;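 note: potency is the fitted concentration of half-maximal effect; % of control where 0% means no effect; nearly all actives have a fitted effect of over 45% in size; toxic huntingtin expression switched on by the ecdysone agonist tebufenozide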
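PC12 cells stably carrying ecdysone-inducible Htt exon 1 (Q103)–GFP were induced with 100 nM tebufenozide (final) alongside library compounds in a dose series. Cytoprotection was scored as retained ATP by ATPlite luminescence.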
GAA inh: alpha-glucosidase (human) inhibition | hit rate 0.005% among 200,000 | P10253 | AID 1466 | Potency, µM (top dose mostly 76.9 µM), without a hit: top-dose activity change, negative = inhibition, hits mostly inhibitors | purified human GAA, 4-MU-alpha-glucoside fluorescence;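 note: potency is the fitted concentration of half-maximal effect; plate controls were uninhibited enzyme wells for no effect and no-enzyme background for full effect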
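AC50 values come from Hill fits of compound titrations (up to 77 uM) against 4 nM human enzyme. Substrate 4-methylumbelliferyl-alpha-D-pyranoside at 400 uM, pH 5.0 citrate buffer, 20 min room temperature; fluorescence Ex 365/Em 440 after alkaline stop.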
LMNA splice mod: modulators of lamin A splicing; HeLa LMNA splicing GFP/RFP minigene ratio, 48 h; Potency, µM (titrated, usually from 46.1 µM), for the others: at the top dose ratio change, negative = inhibition, hits mostly inhibitors; hit rate 0.01% among 200,000; AID 1487; active = well fitted inhibition curve with a large enough effect in the signal ratio, with a control signal flat, not every such curve was filed as active; inconclusive = small, poorly fitted or top-dose-only effect, or effect the other way, or a change in a side signal; the % refers to the signal ratio; note: potency is the fitted concentration of half-maximal effect; % is set by controls: 0 for no effect and ±100 for the full control effect
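S3 HeLa cells stably expressing lamin A-EGFP splicing minigene plus DsRed2, 600 cells/well, 48 h compound exposure at 37C. Laser-scanning cytometry; analysed as GFP (500-530 nm)/RFP (575-640 nm) total intensity ratio; 0.5% DMSO vehicle.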
HTT aggregate: reduces HttQ103-GFP aggregates in PC12 cells; PC12 HttQ103-GFP aggregates, Acumen cytometry, 40 h; Potency, µM (series often up to 46.1 µM), for inactives: at the highest dose activity change, negative = inhibition, actives largely listed as inhibitors; hit rate 1.1% among 220,000; AID 1688; note: potency is the fitted concentration of half-maximal effect; % is set by controls: 0 for no effect and ±100 for the full control effect; nearly all actives have a fitted effect of over 60% in size
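Quantitative HTS on tebufenozide-induced (100 nM) PC12 cells stably expressing polyQ103 Huntingtin exon 1–GFP. Reduction of bright GFP aggregates, detected by laser scanning cytometry after lysis, identified actives across the titration.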
CBFb RUNX1 block: CBF-beta/RUNX1 interaction disruption; AlphaScreen CBFb-His/RUNX1-biotin binding, biochemical; Potency, µM (top dose mostly 59.8 µM), inactives show at the top dose activity, negative = inhibition, usual class: inhibitors; 230,000 tested, under 10 active; AID 1477; note: % of control where 0% means no effect
Target sequence (Q01196 whole entry, looked up): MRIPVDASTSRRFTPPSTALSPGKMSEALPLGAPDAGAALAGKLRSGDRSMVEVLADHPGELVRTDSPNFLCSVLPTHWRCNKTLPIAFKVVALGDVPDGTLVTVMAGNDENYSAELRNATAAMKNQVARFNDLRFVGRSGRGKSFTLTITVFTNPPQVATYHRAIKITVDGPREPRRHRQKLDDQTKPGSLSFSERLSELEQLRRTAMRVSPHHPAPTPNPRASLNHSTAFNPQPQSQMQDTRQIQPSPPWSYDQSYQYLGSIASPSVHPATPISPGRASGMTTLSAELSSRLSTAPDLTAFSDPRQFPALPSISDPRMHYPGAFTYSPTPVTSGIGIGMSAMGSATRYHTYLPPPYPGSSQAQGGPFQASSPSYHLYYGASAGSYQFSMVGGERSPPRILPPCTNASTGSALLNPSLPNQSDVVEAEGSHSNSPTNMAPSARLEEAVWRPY
Target sequence (Q13951 whole entry, looked up): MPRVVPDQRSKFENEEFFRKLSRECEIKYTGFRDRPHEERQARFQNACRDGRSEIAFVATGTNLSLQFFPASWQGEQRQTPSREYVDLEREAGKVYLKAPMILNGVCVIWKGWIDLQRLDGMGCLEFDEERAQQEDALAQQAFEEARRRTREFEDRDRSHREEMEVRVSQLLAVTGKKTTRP
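Bead-based AlphaScreen assay; binding partners His-tagged CBF-beta and biotinylated RUNX1 at 30 nM each. Compound exposure 15 min after a 20-min protein preincubation; bead step 90 min; all steps at room temperature.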
aGlu spleen mod: lysosomal alpha-glucosidase (human) modulation. P10253. human spleen homogenate, 4-MU-alpha-glucoside fluorescence. Potency, µM (highest dose often 79.9 µM), without a hit: at the top dose activity change, negative = inhibition, hits mostly inhibitors. hit rate 0.006% among 240,000. AID 2112;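 note: potency is the fitted concentration of half-maximal effect; 0% = enzyme with vehicle and -100% = no enzyme basal signal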
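Human spleen homogenate (1 ug) with 4-methylumbelliferyl-alpha-D-glucopyranoside (1 mM final) in 50 mM citrate/phosphate pH 5.0, 0.01% Tween-20; 40 min at 37 C. Stopped at pH 10; 4-MU fluorescence Ex 365/Em 440 nm; AC50 by Hill fit.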
GAA glycogen: inhibitors or activators of human alpha-glucosidase glycogen cleavage. recombinant GAA, glycogen substrate, Amplex Red glucose oxidase fluorescence. Potency, µM (titrated, usually from 76.4 µM), for inactives: at the highest dose activity change, negative = inhibition, most hits filed as inhibitors. hit rate 0.38% among 300,000. AID 2100;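 note: potency is the fitted concentration of half-maximal effect; 0% = full enzyme reaction and -100% = no-enzyme basal signal; the screen sought inhibitors and activators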
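qHTS, 1536-well; enzyme 4 nM final; cpd up to 77 uM; substrate bovine liver glycogen 30 ug; 50 mM citrate/phosphate pH 5.0, 0.01% Tween-20; 37 C, 40 min; Amplex Red detection 45 min RT; Hill fit → AC50.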
Active calls of the source: *; ? = inconclusive; nt = not tested or not shown; & = joins results of further samples; [ ] = dose if it differs, or a comment. Unless noted, calls come from the whole dose curve; as a rule, active = well fitted curve in the direction sought with a large enough effect; inconclusive = small, poorly fitted or top-dose-only effect, or another doubt; inactive = no such curve, though single readings can be large; an effect the other way counts as inactive or inconclusive.

Compound	HTT ATP protect	GAA inh	LMNA splice mod	HTT aggregate	CBFb RUNX1 block	aGlu spleen mod	GAA glycogen
O=C1NC(=O)C(CCc2ccncc2)(CCc2ccncc2)C(=O)N1CCc1ccc(F)cc1	-37%[inhibitor]	-4%	nt	-3%	-5%	-2%	-6%
N[C@@H](Cc1c[nH]c2ccccc12)c1nnc(SCc2ccc(Cl)cc2)o1	-11%	-10%	?	?	-18%	6%	-3%
CCCCOC(=O)C1=C(N)OC2=C(C(=O)CCC2)[C@]12C(=O)Nc1ccccc12	-14%[0.074 µM]	5%	7%	-14%	4%	1%	-7%
CCc1cccc(NC(=O)Cn2c(=O)oc3cc(S(=O)(=O)N4CCOCC4)ccc32)c1	-107%[inhibitor]	-3%	?	2.2µM*	-4%	3%	-1%
Cc1ccc(NP(=O)(Oc2ccccc2F)Oc2ccccc2F)cc1C	1%[10 µM]	?	?	?	7%	-2%	-9%
CN1CCN(c2nc3ccccc3c(=O)n2-c2ccccc2)CC1	-7%	2%	0%	-12%	6%	-1%	-4%
Nc1ccccc1C(=O)OCC(=O)N1CCc2ccccc21	-27%	7%	-2%	20%	4%	4%	6%
Cc1c(/C=N/O)c2ccccc2n1C	-13%[1.9 µM]	4%	-1%	-14%	3%	4%	-10%
NC(=O)OCCSc1nnc(-c2cccc(C(N)=S)c2)o1	6%[10 µM]	4%	-3%	14%	-1%	-7%	-5%
CC(C)=CC1C(C(=O)OCc2cccc(Oc3ccccc3)c2)C1(C)C (stereo not given)	?	nt	nt	0%	?	6%	nt
CCOc1ccc(OCC)c(NC(=O)CN2CCN(c3ccc(C)cc3C)CC2)c1	39%[10 µM]	-5%	?	?	1%	-9%	-12%
O=C1NC(=O)C(=Cc2cc3c(cc2[N+](=O)[O-])OCO3)C(=O)N1	-41%[inhibitor]	1%	-8%[46 µM]	-3%	-4%	6%	?
FC(F)(F)c1ccc2c(c1)ncn2C1CCN(Cc2nnnn2C2CCCCC2)CC1	12%	2%	?	-14%	-7%	8%	-11%
Cc1ccc(-c2nc3ccccc3c(=O)n2-c2ccc(Br)cn2)cc1	-17%	5%	22%[46 µM]	-12%	3%	2%	-19%
O=[N+]([O-])c1ccc(N2CCNCC2)cc1Sc1ccccn1	30%[10 µM]	?	3%	-19%	1%	-7%	2%
COc1cc2ccc(=O)oc2c2ccoc12	nt	12%	?	-17%	4%[2.36 µM]	-3%&5%	7%
CCN(CC)CCN=Cc1c(O)n(Cc2ccccc2)c(=O)[nH]c1=O	-5%[10 µM]	6%&7%	11%	-8%[9.22 µM]	-1%&-6%	0%&8%	13%&-1%
C=CC(C)=O	-2%	nt	nt	nt	7%[21.7 µM]	-7%	nt
CN1CC=C(c2c[nH]c3ccccc23)CC1	0%	-4%	?	-13%	-4%	-16%	8%
CCCN(CCC)[C@@H]1CCc2ccc(O)cc2C1	-13%	nt	?	nt	11%	-2%&0%	nt
Cn1cc(C(=O)c2ccccc2)c2ccccc21	-14%	-4%	-7%	3%	1%	3%	20%
CN1C(=O)C(=Cc2coc3ccccc3c2=O)C(=O)N(C)C1=O	1%[10 µM]	-3%	nt	1%[9.22 µM]	?	-9%	-6%
CCCCC/C=C\C/C=C\C/C=C\C/C=C\CCCC(=O)Nc1ccc(O)cc1C	-44%[inhibitor]	nt	nt	nt	14%&-10%	3%&2%	nt
CN1C2CCC1CC(OC(=O)c1ccc(Cl)cc1)(C(=O)O)C2 (stereo not given)	4%[10 µM]	-4%	-7%	-1%	7%	-4%	2%
CNC(=O)O/N=C(\N)Cc1csc2ccccc12	-27%[10 µM]	nt	nt	-17%[9.22 µM]	10%	2%	2%
CN1CC[C@@]2(C)c3cc(O)ccc3N(C)[C@@H]12	-1%[1.9 µM]	nt	nt	nt	19%[21.7 µM]	-5%	nt
Clc1cccc(C(Cl)(Cl)Cl)n1	-1%	nt	nt	nt	7%[21.7 µM]	-4%	nt
CCOP(=O)(OCC)/C(C#N)=C/c1ccc(Br)cc1	7%[10 µM]	-11%	?	4%[9.22 µM]	10%	-3%	-10%
O=C1CN=C(c2cccs2)c2c(sc3c2CCCC3)N1	-41%[inhibitor]	4%	?	-15%	-8%	-5%	-4%
CN1CC[C@@]2(C)c3cc(OC(=O)Nc4ccccc4)ccc3N(C)[C@@H]12	-41%[inhibitor]	nt	nt	nt	2%	4%	nt
Cn1c(O)c(C=NC2CC3CCC2(C)C3(C)C)c(=O)[nH]c1=O (stereo not given)	-27%	1%	11%	-17%	0%	-7%	10%
CCCCn1c(=O)c(C(=O)Nc2ccccc2)c(O)c2ccccc21	19%[10 µM]	1%	1%[46 µM]	-6%[9.22 µM]	4%	6%	-6%
Cc1cc(=O)n2[nH]c(C)cc2n1	-15%	0%	?	-13%	-4%	1%	7%
C=CC(=O)OCC	-3%	nt	nt	nt	3%[21.7 µM]	-7%	nt
Cc1nc2ccccc2c(=O)n1-n1cnnc1	-11%	-6%	17%	5%	2%	0%	1%
CC(C)N1C(=O)/C(=C/C=C/c2ccco2)C(=O)N(Cc2ccco2)C1=O	-41%[inhibitor]	-3%	?	?	?	3%	-7%
CCCCNC(=O)c1c(N)n(Cc2ccc3c(c2)OCO3)c2nc3ccccc3nc12	?	?	-9%	-27%	-2%	4%	-5%
CC(C)CC12CN3CCN(CC(C3)C1O)C2 (stereo not given)	-17%	-8%	3%	-3%	10%	-14%	7%
O=C(N/N=C/c1c(O)n(Cc2ccco2)c(=O)[nH]c1=O)c1ccccc1O	31%[10 µM]	nt	nt	-26%[9.22 µM]	?	-2%	-8%
CNC(C)Cc1ccccc1OC (stereo not given)	33%	nt	nt	nt	21%&-6%	8%&-6%	nt

An excerpt of these results, with values under each structure:
Results follow in this order: HTT ATP protect | GAA inh | LMNA splice mod | HTT aggregate | CBFb RUNX1 block | aGlu spleen mod | GAA glycogen
- CN1CC[C@@]2(C)c3cc(O)ccc3N(C)[C@@H]12
  -1%[1.9 µM] | nt | nt | nt | 19%[21.7 µM] | -5% | nt
- Clc1cccc(C(Cl)(Cl)Cl)n1
  -1% | nt | nt | nt | 7%[21.7 µM] | -4% | nt
- CCOP(=O)(OCC)/C(C#N)=C/c1ccc(Br)cc1
  7%[10 µM] | -11% | ? | 4%[9.22 µM] | 10% | -3% | -10%
- O=C1CN=C(c2cccs2)c2c(sc3c2CCCC3)N1
  -41%[inhibitor] | 4% | ? | -15% | -8% | -5% | -4%
- CN1CC[C@@]2(C)c3cc(OC(=O)Nc4ccccc4)ccc3N(C)[C@@H]12
  -41%[inhibitor] | nt | nt | nt | 2% | 4% | nt
- Cn1c(O)c(C=NC2CC3CCC2(C)C3(C)C)c(=O)[nH]c1=O (stereo not given)
  -27% | 1% | 11% | -17% | 0% | -7% | 10%
- CCCCn1c(=O)c(C(=O)Nc2ccccc2)c(O)c2ccccc21
  19%[10 µM] | 1% | 1%[46 µM] | -6%[9.22 µM] | 4% | 6% | -6%
- Cc1cc(=O)n2[nH]c(C)cc2n1
  -15% | 0% | ? | -13% | -4% | 1% | 7%
- C=CC(=O)OCC
  -3% | nt | nt | nt | 3%[21.7 µM] | -7% | nt
- Cc1nc2ccccc2c(=O)n1-n1cnnc1
  -11% | -6% | 17% | 5% | 2% | 0% | 1%
- CC(C)N1C(=O)/C(=C/C=C/c2ccco2)C(=O)N(Cc2ccco2)C1=O
  -41%[inhibitor] | -3% | ? | ? | ? | 3% | -7%
- CCCCNC(=O)c1c(N)n(Cc2ccc3c(c2)OCO3)c2nc3ccccc3nc12
  ? | ? | -9% | -27% | -2% | 4% | -5%

Next section
Compound	HTT ATP protect	GAA inh	LMNA splice mod	HTT aggregate	CBFb RUNX1 block	aGlu spleen mod	GAA glycogen
CCC(=O)N1CCN(CCN=Cc2c(O)n(C)c(=O)n(C)c2=O)CC1	-4%[10 µM]	?	-2%	3%	-6%	-4%	7%
CN(C)C(=O)Oc1cccc2c(OC(=O)N(C)C)cccc12	-2%	-1%	3%	23%	1%	3%	-4%
Fc1ccc(Cn2nnnc2C(c2ccc(Cl)cc2)N2CC=C(c3ccc(F)cc3)CC2)cc1 (stereo not given)	0%[10 µM]	4%	-5%	-12%	13%	-11%	-2%
Cc1ccccc1-n1c(O)c(C=Nc2ccc(N(C)C)cc2)c(=O)[nH]c1=O	-8%	-3%	?	?	-4%	-3%	-15%
CCN(C(=O)CN1CC=C(c2ccccc2)CC1)c1c(N)n(Cc2ccccc2)c(=O)[nH]c1=O	18%[10 µM]	13%	8%[46 µM]	-2%	-2%	1%	?
CN1CCN(c2ccc3nccnc3c2)CC1	10%[10 µM]	1%	?	-19%	-13%	?	7%
CCOc1ccc(N2C(=O)NC(=O)/C(=C/c3cnc(SC)nc3)C2=O)cc1	-44%[inhibitor]	-1%	12%[46 µM]	-22%	-1%	3%	-4%
O=C(Cc1ccccc1)Oc1ccc(N2C(=O)CCC2=O)cc1	2%	-18%	-1%	11%	4%	0%	3%
CCC1(c2ccccc2)C(=O)NC(=O)NC1=O	?	nt	-10%	-3%	6%	-3%	nt
Cn1c(NN=O)nc2ccccc21	-77%[inhibitor][10 µM]	-4%	nt	?	-3%	3%	-10%
O=C(CCCN1CCC2(CC1)C(=O)N(Cc1cccc(F)c1)CN2c1ccccc1)c1ccc(F)cc1	-109%&-70%[inhibitor]	nt	nt	nt	-12%	3%&-14%	nt
COc1ccc(C(=O)C2CN(C)CC2C(=O)c2ccc(OC)cc2)cc1 (stereo not given)	19%[10 µM]	?	-9%	-3%	4%	-2%	5%
CCC(COC(=O)NC)NC(=O)Oc1ccccc1 (stereo not given)	7%	1%	14%	8%	0%	4%	5%
CCBr	-28%	nt	nt	nt	11%[21.7 µM]	-5%	nt

From PubChem BioAssay

The list is partial; the hit share may differ from the screen's.
